# From PubChem BioAssay
# Autophagy HCS: alters autophagy in cells; MEF GFP-LC3 puncta imaging; test concentration mostly 10 µM; calls only at 10 µM (by protocol); 0.98% of 190,000 active;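 active = percentage of spot-positive cells more than 3 SD above its plate mean, without a fluorescence outlier flag or 80% toxicity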;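 also: spot-positive cell cutoff set from DMSO-treated cells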
# b-catenin transl: alters nuclear translocation of beta-catenin in HeLa cells; 0.3% of 190,000 active; AID 1665; immunofluorescence imaging; nuclear translocation activity, % at 5 µM;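 active = nuclear translocation activity above 50% at 5 µM, with a well cell count of 50 or more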;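 also: per-cell ratio of nuclear to cytoplasmic median beta-catenin stain intensity; plate controls were DMSO negative control for no effect and GSK-3 inhibitor IX positive control for full effect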
#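 Technique: fluorescence imaging of beta-catenin antibody stain plus DAPI / Material: human HeLa cell line / Incubation: compound treatment 24 h, 37°C, 5% CO2 / Read-out basis: % activation of per-cell nuclear versus cytoplasmic median beta-catenin signal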
# Salmonella PhoP GFP: PhoP-dependent GFP reporter repression – Salmonella Typhimurium, primary screen (AID 1863); S. Typhimurium PhoP-regulated promoter GFP reporter, 4 h; higher % means a stronger effect; one-dose inhibition, % at 50 µM; IC50 in µM for titrated hits; 0.16% of 300,000 active;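 active = inhibition over 29.93%, a cutoff 3 SD above the screen mean, later confirmed by dose response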;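 also: 0% = low Mg2+ inducing control and 100% = high Mg2+ repressing control; strong numbers were not always called active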
# Lipid droplet: hepatic lipid droplet formation modulation. inhibition, % at 6.5 µM. AML12 mouse hepatocytes, oleate lipid droplets, BODIPY imaging. 0.4% of 240,000 active;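 active = lipid droplet intensity inhibited by at least 50%, with more than 500 cells counted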
#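 Assay system: AML12 mouse liver cells | Compound dosing: One dose, 6.5 µM compound | Read-out basis: Droplet intensity reduction, % inhibition | Measured by: Fluorescence imaging, 20x objective, two fields per well | Schedule: Overnight treatment with compound plus oleate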
# Ins promoter up: MIN6 insulin promoter up-regulation. z-score at 5 µM. MIN6 insulin promoter-GFP reporter, high-content imaging; hits give high values. 0.3% of 190,000 active;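 active = z-score above 3 at 5 µM with at least 500 cells counted in the well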
# CSM14.1 death rescue: protection against thapsigargin-triggered cell killing – 384-well, CSM14.1, ATP luminescence, primary screen (AID 1222); CSM14.1 thapsigargin-induced death rescue, ATP luminescence; higher % means a stronger effect; one-dose cellular ATP content (survival), % at 20 µM; EC50 in µM for titrated hits; 190,000 tested, under 10 active;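 active = EC50 below 50 µM in the dose-response confirmation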;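 also: death triggered by thapsigargin at about 15 µM added after 2 h compound pretreatment; cell ATP read after overnight thapsigargin exposure of roughly 18 to 22 hours; normalized against plate controls of thapsigargin alone and 5% DMSO vehicle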
# T cell modulator: modulates CD8 T cell binding to vesicles. 2C CD8+ T cell-vesicle binding, flow cytometry; hits give low values. calls only at 7 µM. 0.068% of 330,000 active. AID 2052;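 active = response, share of CD8 T cells binding vesicles, and their 90th percentile fluorescence all below set limits, cut at about 80% in these data, passing the limit was not always enough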
#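 Read-out – percent CD8+ FL2 mean versus row control · System – murine 2C transgenic CD8+ T lymphocytes · Times – 1.5 h cell–vesicle binding at 37 °C, then 20 min icy labelling · Control set – naked vesicles low, QL9 vesicles with vehicle high · Detection – cytometric PE anti-B7-1 and Alexa647 anti-CD8 signals after 1% paraformaldehyde fixation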
# MT stabilizer: microtubule stabilizers in HeLa cells. AID 2205. HeLa tubulin immunostaining HCS, 24 h; share of cells brighter than vehicle mean+2SD. 0.83% of 200,000 active. % tubulin-high responders, % at 10 µM;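 active = plate Z-score above 3 for both tubulin-high and condensed-nucleus cell shares, with cell loss under 80%, at 10 µM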;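 also: anti alpha tubulin signal scored within the nucleus-defined area of each cell; some results filed as inactive read as strong as hits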
# Dynein cargo inh: blocks dynein driven cargo transport along microtubules; 0.47% of 220,000 active; z-score, hits read low; 3617.4 mouse cells, GR-EGFP nuclear translocation imaging; test concentration mostly 20 µM; stimulated with dexamethasone, 1 µM; hits give low values; AID 1381;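 active = plate z-score of nuclear minus cytoplasmic receptor signal below a set negative limit, without overly bright fluorescence or cell loss, cut at about -3.5 in these data, passing the limit was not always enough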;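 also: z-score of nuclear minus cytoplasmic ring GR-EGFP intensity difference per well; some compounds called inactive have numbers as strong as hits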
#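 Buffer or medium: tetracycline-free induction medium containing charcoal-stripped FBS / Reagent: dexamethasone agonist, 1.0 µM final, for 30 min / Technique: automated 10x imaging of fixed Hoechst-stained cells / Times: induction 48 h, compound 1 h, agonist 30 min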
# Dynein cargo inh cytoplasmic EGFP: further read-out of Dynein cargo inh, marked with its call; z-score; measured here: cytoplasmic GR-EGFP intensity; hits give high values
# Dynein cargo inh nuclear GR-EGFP: also measured in Dynein cargo inh; calls as there; z-score; measured here: nuclear GR-EGFP intensity;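 lower value marks the stronger effect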
# Dynein cargo inh cell count: recorded beside Dynein cargo inh, whose call it bears; z-score; measured here: cell count per field
# Ins promoter up cell count: second read-out of Ins promoter up, no call of its own (marks repeat the call); cell count; measured here: cytotoxicity, nuclei count;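 total cells summed across four imaged fields per well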
# Lipid droplet cells 6.5 µM: also measured in Lipid droplet; calls as there; cell count; measured here: cell count, cytotoxicity flag;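 cells counted across two imaged fields per well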
# b-catenin transl cell count 5 µM: further read-out of b-catenin transl, marked with its call; cell count; measured here: cell count, cytotoxicity flag
# T cell modulator vesicle-bound %: recorded beside T cell modulator, whose call it bears; double positive events, %; measured here: CD8+ vesicle-bound cell fraction;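 binding gate set so that unloaded-vesicle control wells show 10% double positive cells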
# MT stabilizer Hoechst-high %: recorded beside MT stabilizer, whose call it bears; % Hoechst-high responders; measured here: nuclear condensation Hoechst responders;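 share of cells brighter than vehicle mean plus two SD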
# MT stabilizer cytotoxicity %: further read-out of MT stabilizer, marked with its call; toxicity, %; measured here: cytotoxicity by cell density;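 0% = mean cell density of plate MIN control wells and 100% = no cells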
# Autophagy HCS cell loss 18 h: also measured in Autophagy HCS; calls as there; toxicity, %; measured here: cell loss, nuclei count;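 cell loss after 18 h compound exposure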
# The depositor's hits bear a star; i = inactive; · = not tested or not shown.
SMILES,Autophagy HCS,Autophagy HCS cell loss 18 h,b-catenin transl,b-catenin transl cell count 5 µM,Salmonella PhoP GFP,Lipid droplet,Lipid droplet cells 6.5 µM,Ins promoter up,Ins promoter up cell count,CSM14.1 death rescue,T cell modulator,T cell modulator vesicle-bound %,MT stabilizer,MT stabilizer Hoechst-high %,MT stabilizer cytotoxicity %,Dynein cargo inh,Dynein cargo inh cytoplasmic EGFP,Dynein cargo inh nuclear GR-EGFP,Dynein cargo inh cell count
Cc1cc(C)cc(NC(=O)Cn2ncn3c(cc4ccccc43)c2=O)c1,i,15,·,·,-9%,11,769,0.38,892,-1.1%,i,3,1.3,1.8,13,0.39,-0.21,0.66,-0.15
OC(COc1ccccc1)CN1CCCC1 (stereo unspecified),i,22,1.4,1125,0%,6,668,-0.51,1271,·,i,46,2.8,1.1,13,-0.33,-0.31,-0.052,0.45
COc1ccc(NC(=S)NCc2cccnc2)cc1,i,27,-1.0,1164,1%,-2,673,0.41,1295,-4.6%,i,52,3.5,2.1,1.5,0.45,-0.25,0.44,-0.67
CC(=O)CC1(O)C(=O)Nc2ccccc21 (stereo unspecified),·,·,-3.1,1202,-3%,6,665,0.43,1461,·,i,33,·,·,·,1.5,-0.22,0.55,-1.6
CC(C)CCNC(=O)COc1ccc2c3c(c(=O)oc2c1)CCC3,i,-6,-5.5,921,2%,·,·,-0.27,1052,-1.1%,i,6,1.6,1.6,16,-1.4,-0.22,-0.55,1.8
COc1ccc(C)cc1NC(=O)CN(c1ccc(F)cc1)S(C)(=O)=O,i,27,-6.1,1020,1%,·,·,-0.13,1074,0.8%,i,32,4.9,2.8,7.7,-0.94,-0.29,-0.1,-0.75
O=C1c2ccccc2C(=O)N1CCCc1nc2ccccc2c(=O)n1Cc1ccco1,i,-6,-7.2,1036,38%,·,·,-0.59,1364,2.1%,i,50,1.6,0.9,6.3,-0.068,0.35,0.25,0.9
COc1ccc(O[C@H]2C=C[C@@H](c3ccccc3)O[C@@H]2COC(=O)CC/C(C)=N/O[C@@H](C)CN2CCCCc3nc(C)c(C)cc32)cc1,i,14,·,·,7%,4,707,-0.77,1056,0.9%,·,·,3.0,2.0,9.4,-0.34,-0.015,0.17,0.45
O=S(=O)(NCCNS(=O)(=O)c1ccc(F)cc1)c1ccc(F)cc1,i,31,-5.0,1275,-5%,1,733,·,·,0.7%,·,·,1.9,1.5,8.0,-0.23,0.05,0.098,0.39
COc1cc(C(=O)O)c([N+](=O)[O-])c(OC)c1OC,·,·,-2.5,1161,-5%,-2,702,0.42,1306,·,i,24,·,·,·,0.48,-0.3,0.21,0.03
Cc1cccc(OCC(=O)NN2C(=O)C3C4C=CC(O4)C3C2=O)c1 (stereo unspecified),i,2,0.3,1475,-4%,9,748,0.32,1453,2.2%,i,52,3.0,4.2,12,-0.35,-0.34,0.15,0.78
CCC1S/C(=C(\C#N)C(N)=O)N(c2ccc(F)cc2)C1=O (stereo unspecified),i,3,-2.0,948,-4%,·,·,-0.32,1233,·,i,34,1.2,1.8,2.3,-0.76,0.56,-0.36,0.82
COC(=O)c1cc(=O)nc2sccn12,i,5,-4.8,1182,-12%,0,751,0.6,930,-0.7%,i,35,1.3,1.0,7.9,-0.67,0.023,-0.055,0.19
CS(=O)(=O)N(Cc1ccccc1Cl)c1ccc(C(=O)NCc2ccccn2)cc1,i,15,-2.8,581,-1%,2,674,0.38,1274,-1.5%,i,48,2.4,2.3,6.5,-0.62,-0.27,-0.67,0.67
Cc1onc(C(=O)NN)c1-c1csc(COc2ccccc2)n1,·,·,0.8,1057,0%,10,761,0.07,1453,·,i,30,·,·,·,3,-0.2,1,-1.4
Cc1cc(C)c2[nH]c(=O)c(CN(Cc3cccs3)C(=S)NCC3CCCO3)cc2c1 (stereo unspecified),i,-13,-0.2,937,-15%,14,613,-1.3,2157,-1.0%,i,43,5.8,1.8,2.6,-0.44,-0.29,-0.6,0.57
O=C(O)COc1ccccc1C1C2C(=O)N(c3ccccc3)C(=O)C2ON1c1ccccc1 (stereo unspecified),i,-13,0.5,1188,12%,1,697,-0.15,1246,-0.7%,i,36,2.6,3.1,8.9,2.7,-0.11,1.9,-1.5
O=C(CN1C(=O)c2ccccc2C1=O)Nc1sc2c(c1C(=O)NCC1CCCO1)CCC2 (stereo unspecified),i,4,-4.5,980,-7%,·,·,0.6,1564,0.8%,i,42,4.9,2.7,12,-0.11,-0.06,0.44,-0.72
O=C(Cc1ccc(Cl)c(Cl)c1)OCC(=O)c1ccc[nH]1,i,-1,1.3,880,8%,·,·,-0.68,1318,-0.4%,i,23,3.5,1.7,2.6,0.89,-0.12,0.63,-1
Cc1ccc(S(N)(=O)=O)cc1NC(=O)/C=C/c1ccc2c(c1)OCO2,i,-1,0.7,963,3%,-7,658,1,1286,-0.5%,i,18,2.1,1.6,7.0,0.77,-0.27,0.049,0.53
Cc1cc(-n2c(=O)c(C#N)cc3c(=O)n4cccc(C)c4nc32)no1,i,-15,0.6,1103,-5%,-27,595,·,·,-2.9%,i,17,1.7,2.7,0.6,-0.41,-0.24,0.34,0.78
COc1cc(CNCCN2CCOCC2)ccc1OCC(=O)NC(C)(C)C,i,4,3.1,929,0%,3,738,0.98,1423,-0.2%,i,44,3.8,3.2,7.2,0.64,-0.29,0.61,-0.14
CCC(=O)Nc1cccc(-c2cnc3ccccc3n2)c1,i,1,·,·,0%,1,774,0.82,950,0.1%,i,36,2.0,1.8,6.7,0.46,-0.28,0.29,0.24
COc1cc(/C=C(/C#N)c2nc3ccccc3[nH]2)ccc1Oc1ncccc1[N+](=O)[O-],i,10,·,·,-8%,·,·,·,·,-1.9%,i,48,3.5,2.2,8.0,-0.38,-0.32,0.015,0.026
CC(C)Cc1nc(SCC(=O)NCc2ccccc2)n[nH]1,i,-7,·,·,-8%,-5,727,1.1,1265,-2.7%,i,46,2.9,1.6,6.5,0.86,-0.29,-0.48,-0.33
O=C(NCc1ccco1)c1ccc(=O)oc1,i,1,0.6,1152,2%,·,·,0.34,1121,0.0%,i,59,7.6,2.9,7.5,1.1,0.017,1.1,-0.69
COc1ccc(CNC(=O)c2ccc(NC(=O)C3CCCO3)cc2)cc1 (stereo unspecified),i,17,0.0,1064,9%,1,680,0.49,1233,·,i,8,2.7,1.8,6.5,-0.55,-0.32,0.32,0.3
O=C(O)Cn1ncc2ccccc2c1=O,i,-2,1.4,986,10%,-5,717,0.73,1463,0.8%,i,63,2.4,1.6,3.7,1.9,-0.25,0.93,-0.64
COc1ccc(OC)c(C2=NOC(C(=O)Nc3c(C)n(C)n(-c4ccccc4)c3=O)C2)c1 (stereo unspecified),·,·,-1.0,1197,-4%,19,744,0.36,1111,·,i,54,·,·,·,-0.92,-0.77,-0.23,-0.17
N#Cc1ccc(CSc2nnc(-c3cccnc3)o2)cc1,i,-6,-2.1,1056,1%,-2,754,0.1,1496,0.5%,i,28,1.8,1.1,4.9,-0.083,-0.34,0.0073,0.65

# Some of the entries so far, with two lines to a compound.
# Second line of a record – Autophagy HCS	Autophagy HCS cell loss 18 h	b-catenin transl	b-catenin transl cell count 5 µM	Salmonella PhoP GFP	Lipid droplet	Lipid droplet cells 6.5 µM	Ins promoter up	Ins promoter up cell count	CSM14.1 death rescue	T cell modulator	T cell modulator vesicle-bound %	MT stabilizer	MT stabilizer Hoechst-high %	MT stabilizer cytotoxicity %	Dynein cargo inh	Dynein cargo inh cytoplasmic EGFP	Dynein cargo inh nuclear GR-EGFP	Dynein cargo inh cell count
COc1ccc(OC)c(C2=NOC(C(=O)Nc3c(C)n(C)n(-c4ccccc4)c3=O)C2)c1 (stereo unspecified)
 : ·	·	-1.0	1197	-4%	19	744	0.36	1111	·	i	54	·	·	·	-0.92	-0.77	-0.23	-0.17
N#Cc1ccc(CSc2nnc(-c3cccnc3)o2)cc1
 : i	-6	-2.1	1056	1%	-2	754	0.1	1496	0.5%	i	28	1.8	1.1	4.9	-0.083	-0.34	0.0073	0.65

# (cont.)
SMILES,Autophagy HCS,Autophagy HCS cell loss 18 h,b-catenin transl,b-catenin transl cell count 5 µM,Salmonella PhoP GFP,Lipid droplet,Lipid droplet cells 6.5 µM,Ins promoter up,Ins promoter up cell count,CSM14.1 death rescue,T cell modulator,T cell modulator vesicle-bound %,MT stabilizer,MT stabilizer Hoechst-high %,MT stabilizer cytotoxicity %,Dynein cargo inh,Dynein cargo inh cytoplasmic EGFP,Dynein cargo inh nuclear GR-EGFP,Dynein cargo inh cell count
COc1ccc2c(c1)CC/C(=C\C=C\c1ccccc1OC)C2=O,i,-10,1.5,931,-9%,8,798,·,·,-2.1%,i,35,3.0,1.2,4.0,-3.2,0.56,-1.7,0.37
N#C/C(=N\O)c1nc2ccccc2[nH]1,i,-10,0.1,527,-16%,4,751,-0.43,1141,-3.4%,i,44,2.4,4.5,13,2,0.28,3.1,-2.3
CN(C)c1ccc(-c2noc(C3CCN(S(=O)(=O)c4cccc(Cl)c4)CC3)n2)cc1,i,13,0.7,1072,-12%,16,826,0.26,919,-1.4%,i,41,4.4,2.5,8.6,1.7,0.42,1.9,-1.6
Cc1ccc(CON=C2CCN(c3ncc(C(F)(F)F)cc3Cl)CC2)cc1,i,-3,0.2,1327,10%,·,·,-0.16,1669,-1.8%,i,31,1.7,1.7,6.3,-0.024,-0.22,-0.37,0.17
